Assay outcomes (PubChem)
RXFP1 antag: RXFP1 (human) relaxin receptor antagonism. Q9HBX9. HEK293-RXFP1, relaxin-stimulated cAMP HTRF, 30 min; stronger effect = lower value. activity change, negative = inhibition, % at 57.5 µM. actives 0.59% (n = 350,000). AID 1259400;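 active = activity change of -60% or lower, but not beyond a set lower limit; inconclusive = change between -60% and -40%, or beyond the set limit; inactive = change above -40%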; also: % is scaled to controls: 0 for no effect and ±100 for the full control effect
D1 potentiator: human D1 dopamine receptor positive modulation | HEK293 TREx D1 cells, calcium flux, dopamine EC20 potentiation | potentiation, % at 10 µM | actives 0.036% (n = 360,000) | AID 504651; in the data active = potentiation above about 30%; also: 0% is about no effect
Target sequence (P21728 whole entry, looked up): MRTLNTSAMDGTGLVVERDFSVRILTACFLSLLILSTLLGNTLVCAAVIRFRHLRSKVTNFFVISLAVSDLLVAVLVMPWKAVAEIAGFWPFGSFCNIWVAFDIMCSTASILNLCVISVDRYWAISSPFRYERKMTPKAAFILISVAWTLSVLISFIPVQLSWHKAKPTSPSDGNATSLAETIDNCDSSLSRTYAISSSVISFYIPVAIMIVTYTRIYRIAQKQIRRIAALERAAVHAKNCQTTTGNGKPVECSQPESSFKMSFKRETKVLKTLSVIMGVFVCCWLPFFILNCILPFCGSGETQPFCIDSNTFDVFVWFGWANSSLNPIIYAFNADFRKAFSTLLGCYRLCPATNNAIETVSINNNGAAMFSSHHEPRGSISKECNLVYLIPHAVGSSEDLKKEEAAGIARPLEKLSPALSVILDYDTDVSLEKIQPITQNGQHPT
Vif-A3F inh: Vif-A3F binding inhibition; Potency, µM (series often up to 46.1 µM), inactives show at the top dose activity, negative = active; actives 0.2% (n = 390,000); HeLa A3F-eYFP + Vif (tagged APOBEC3F with the HIV-1 protein that degrades it), YFP fluorescence increase; also: potency is read from the fitted curve at half-maximal effect; % of control where 0% means no effect; nearly all actives have a fitted effect of over 65% in size
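Fluorescence increase (Ex 488/Em 500-530) after overnight compound treatment at 37 deg C flags inhibition of Vif-driven A3F-eYFP loss in stable HeLa A3F-eYFP/Vif cells seeded overnight beforehand.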
Glioma ERSR ind: ER stress response induction in glioma | U87-MG GRP78 promoter luciferase reporter, 16 h | actives 0.02% (n = 420,000) | Potency, µM, without a hit: at the highest dose activation, hits mostly activators | AID 602332; also: potency is read from the fitted curve at half-maximal effect; series mostly up to about 76 µM; % of control where 0% means no effect; nearly all actives have a fitted effect of over 35% in size
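Stably transfected U87-MG glioma cells carrying a GRP78-based luciferase sensor; 16 h compound incubation. Luminescence end-point read 10 min after Bright-Glo addition at room temperature.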
D1 antagonist: blocks dopamine activation of the human D1 receptor; HEK293 TREx D1 cells, calcium flux, dopamine EC80; stronger effect = lower value; actives 3.2% (n = 360,000); AID 504652; activity change, negative = inhibition, % at 10 µM; in the data active = activity change below about -30%; also: % is scaled to controls: 0 for no effect and ±100 for the full control effect
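Using tetracycline-induced force-coupled D1 Hek293 cells and a calcium dye, signals were followed for 180 s after compound, then for 180 s after EC80 dopamine, to detect inhibitors.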
D1 agonist: human D1 receptor agonism; P21728; HEK293 T-REx D1 cells, calcium flux, agonist mode; activation, % at 2 µM; actives 1% (n = 360,000); in the data active = activation above about 30%; also: 0% is about no effect
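Inducible HEK293 T-REx D1 cells, force-coupled to calcium signalling, were plated at 4000 cells/well with tetracycline and held overnight at 30 C. After no-wash calcium dye loading, compound-evoked calcium rise over 180 s flagged agonists.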
D2 potentiator: D2 dopamine receptor (human) potentiation | P14416 | HEK293 T-REx D2, calcium flux, EC20 dopamine potentiation | potentiation, % at 10 µM | actives 0.34% (n = 340,000) | AID 485347;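 active = potentiation over 3 SD above the plate norm, cut at about 30% in these data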; also: 0% is about no effect
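Primary screen. Calcium kinetics in induced HEK293 T-REx D2 cells: compound pre-addition 180 s, EC20 dopamine, 180 s more.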
Vif-A3G inh: Vif-A3G binding inhibition. Q9HC16. HeLa A3G-eYFP + Vif (tagged APOBEC3G with the HIV-1 protein that degrades it), YFP fluorescence, overnight. Potency, µM (series often up to 46.1 µM), without a hit: at the top dose activity, negative = active, hits mostly inhibitors. actives 0.076% (n = 410,000). AID 602310;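 also: potency is read from the fitted curve at half-maximal effect; % is scaled to controls: 0 for no effect and ±100 for the full control effect; nearly all actives have a fitted effect of over 60% in size; hits raise eYFP signal because A3G escapes Vif-driven loss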
Target sequence (Q9HC16 whole entry, looked up): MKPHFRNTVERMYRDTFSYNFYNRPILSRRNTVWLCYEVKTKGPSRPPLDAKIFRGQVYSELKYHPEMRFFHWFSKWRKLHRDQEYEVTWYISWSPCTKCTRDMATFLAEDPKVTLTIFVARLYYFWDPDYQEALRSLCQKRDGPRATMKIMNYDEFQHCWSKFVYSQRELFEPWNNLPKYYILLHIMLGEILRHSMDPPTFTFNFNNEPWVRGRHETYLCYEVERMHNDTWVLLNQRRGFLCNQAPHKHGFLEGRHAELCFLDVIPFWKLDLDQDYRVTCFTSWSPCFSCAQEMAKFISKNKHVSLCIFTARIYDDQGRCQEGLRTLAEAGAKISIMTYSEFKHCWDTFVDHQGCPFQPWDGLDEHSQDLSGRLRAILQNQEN
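HeLa cells stably expressing Vif and C-terminally eYFP-tagged A3G, seeded overnight at 37 deg C, then exposed to compound by pintool overnight at 37 deg C. Rise in yellow fluorescence (Ex 488/Em 500-530, Acumen) marks blocked Vif-driven A3G degradation.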
RXFP1 ag: agonists of human relaxin receptor RXFP1; Q9HBX9; AID 2676; actives 0.3% (n = 370,000); HEK293T-RXFP1 cAMP TR-FRET, 30 min; response scale: percent of porcine relaxin response, buffer zero; Potency, µM (top dose mostly 57.5 µM), inactives show at the highest dose activation, most hits filed as activators; also: potency is read from the fitted curve at half-maximal effect; % is scaled to controls: 0 for no effect and ±100 for the full control effect; nearly all actives have a fitted effect of over 60% in size; many of its hits are not listed in these tables
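cAMP rise read by TR-FRET after 30 min, 37C compound exposure (up to 58 uM) in RXFP1-transfected HEK293 cells with Ro 20174 present. EC50 from Hill-equation fits, with 29 nM porcine relaxin as 100% and buffer as basal.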
An asterisk follows results filed as active; ? = inconclusive; . = not tested or not shown; & = joins results of further samples. Unless noted, calls follow the shape of the dose curve; as a rule, active = well fitted curve in the direction sought with a large enough effect; inconclusive = small, poorly fitted or top-dose-only effect, or another doubt; inactive = no such curve, though single readings can be large; an effect the other way counts as inactive or inconclusive. A portion of the library; count on the stated rates, not on these rows.

SMILES	RXFP1 antag	D1 potentiator	Vif-A3F inh	Glioma ERSR ind	D1 antagonist	D1 agonist	D2 potentiator	Vif-A3G inh	RXFP1 ag
CC1(C)Cc2cccc(OCC(=O)N3CCN(c4ccc([N+](=O)[O-])cc4)CC3)c2O1	.	-5	2%	-4%	-2	4	1	3%	1.1%
C#CCOCCOCCOCCNc1nc(N2CCN(C(=O)CCCCCCCCCCNC(=O)Cn3cc(CCCCCN)nn3)CC2)nc(N2CCN(C(=O)CCCCCCCCCCNC(=O)[C@H]([C@@H](C)CC)n3cc(CCCCCN)nn3)CC2)n1	.	20	3%	-12%	110	43*	-18	-22%	-0.3%
CCC(=O)c1ccc(OCC(=O)OC(C)C(=O)N2CCc3ccccc32)cc1 (configuration not stated)	-26	8	-2%	-1%	-5	2	7	1%	1.3%
CC1=C(C(=O)Nc2ccccn2)C(c2cn(C)nc2C)C2=C(CCCC2=O)N1 (configuration not stated)	-12	21	6%	-1%	2	3	-13	0%	-3.2%
O=C(NC1CCCN(Cc2ccc(Cl)cc2)C1)c1cccc(F)c1 (configuration not stated)	4	-3	0%	1%	20	-2	-10	-1%	-2.0%
CCOc1ccc(N2C(=O)C3CC(C)=C(C)CC3C2=O)c([N+](=O)[O-])c1 (configuration not stated)	-3	-4	-3%	2%	7	1	0	3%	3.5%
Cc1ccc(/C(O)=C2\C(=O)C(=O)N(C)C2c2ccc([N+](=O)[O-])cc2)cc1 (configuration not stated)	10	-5	2%	0%	9	2	8	-3%	2.1%
O=C(COC(=O)CCN=C1NS(=O)(=O)c2ccccc21)NC1CCCCCCC1	-15	-10	-2%	-7%	-10	1	-10	0%	0.2%
CC(=O)N1c2ccc(S(=O)(=O)N(C)C3CCCCC3)cc2CC1C (configuration not stated)	8	-1	-7%	-2%	-9	2	30*	0%	1.5%
Cc1cc(=O)c2ccc(NC(=O)c3ccccc3)cc2[nH]1	-2	.	-5%	-3%	.	.	.	1%	.

Reformatted as a markdown table: 3 of the compounds above.
| canonical_smiles | RXFP1 antag | D1 potentiator | Vif-A3F inh | Glioma ERSR ind | D1 antagonist | D1 agonist | D2 potentiator | Vif-A3G inh | RXFP1 ag |
| --- | --- | --- | --- | --- | --- | --- | --- | --- | --- |
| CC1=C(C(=O)Nc2ccccn2)C(c2cn(C)nc2C)C2=C(CCCC2=O)N1 (configuration not stated) | -12 | 21 | 6% | -1% | 2 | 3 | -13 | 0% | -3.2% |
| C#CCOCCOCCOCCNc1nc(N2CCN(C(=O)CCCCCCCCCCNC(=O)Cn3cc(CCCCCN)nn3)CC2)nc(N2CCN(C(=O)CCCCCCCCCCNC(=O)[C@H]([C@@H](C)CC)n3cc(CCCCCN)nn3)CC2)n1 | . | 20 | 3% | -12% | 110 | 43* | -18 | -22% | -0.3% |
| CCOc1ccc(N2C(=O)C3CC(C)=C(C)CC3C2=O)c([N+](=O)[O-])c1 (configuration not stated) | -3 | -4 | -3% | 2% | 7 | 1 | 0 | 3% | 3.5% |

The results go on:
SMILES	RXFP1 antag	D1 potentiator	Vif-A3F inh	Glioma ERSR ind	D1 antagonist	D1 agonist	D2 potentiator	Vif-A3G inh	RXFP1 ag
O=C(CCN1C(=O)[C@@H]2Cc3ccccc3CN2C1=O)Nc1cccc(F)c1	8	-1	-2%	-1%	15	2	.	1%	0.2%
COc1ccc(C(=O)c2c3ccc(OC)cc3[n+]([O-])n2Cc2ccc(C(N)=O)cc2)cc1	.	-6	-1%	7%	11	0	5	-1%	1.5%
COc1ccc2ccccc2c1CNC(C)c1ccccc1 (configuration not stated)	-13	-14	1%	-1%	7	7	7	2%	-4.7%
COCCCNC(=O)/C(C#N)=C/c1c(N2CCN(C)CC2)nc2c(C)cccn2c1=O	-4	-5	2%	-4%	7	2	-9	1%	?
N#Cc1ccccc1Cn1c(-c2cscn2)nc2ccccc21	1	-13	3%	0%	7	-1	7	-7%	0.1%
O=C1c2ccccc2NC(c2ccccc2O)N1O (configuration not stated)	-5	-7	1%	-2%	1	2	7	-1%	-3.5%
COc1ccccc1NC(=O)Cn1cc(S(=O)(=O)Cc2ccccc2)c2ccccc21	-35	3	-12%	0%	-12	3	6	4%	2.1%
COc1cc(C2CC(=O)c3c([nH]c(C(=O)OCc4ccc(C)cc4)c3C)C2)cc(OC)c1OC (configuration not stated)	-3	1	-1%	-2%	-11	4	0	6%	0.4%
Cc1cccc(NC(=O)c2cc(NC(=O)C3CCCCC3C(=O)O)ccc2Cl)n1 (configuration not stated)	2	-2	-7%	0%	15	3	3	-3%	-1.3%
Cc1ccc(NC(=S)NC(=O)c2c(-c3ccccc3Cl)noc2C)cc1	-14	-3	-1%	0%	3	8	7	-3%	1.8%
COC(=O)[C@@H](NC(=O)CCc1nnc(-c2ccsc2)o1)C(C)C	-2	-4	-8%	-2%	4	2	-18	-5%	-1.2%
O=C(Nc1cccc(S(=O)(=O)N2CCCCC2)c1)c1ccc2ncsc2c1	-3	-5	5%	-7%	-3	12	1	-8%	-0.1%
CN(Cc1nccs1)C(=O)C1CCC(=O)N(CCCc2ccccc2)C1 (configuration not stated)	20	-2	-5%	-1%	1	1	13	2%	2.6%
O=C(c1cccs1)N1CCN(C(=O)C2CCCO2)CC1 (configuration not stated)	0	-8	0%	-6%	-2	1	-7	-5%	-3.8%
COC(OC)C1Nc2ccccc2C(=O)N1c1ccc(F)cc1 (configuration not stated)	-17	-1	-2%	-4%	-9	2	-5	-1%	0.4%
O=C(COC(=O)CCCOc1ccc(Cl)cc1Cl)Nc1cccc(Cl)c1	0	-4	-6%	-9%	-14	18	-11	2%	6.5%
CC(C)COc1cccc(-c2cc(C(=O)Nc3ccon3)c3ccccc3n2)c1	-20	7	1%	0%	-3	5	17	-8%	0.8%
N#Cc1c(-n2ncnc2-c2ccccc2C(F)(F)F)sc2c1CCCCC2	8	-1	3%	-7%	-24	0	3	4%	-1.4%
Cc1ccc(-c2nc3[nH]c(=O)cc(NC(=O)C(C)C)n3n2)cc1	9	1	-11%	3%	-1	1	-4	-5%	-1.9%
O=C(CSc1nc2ccccc2[nH]1)Nc1ccccc1F	-9	1	-12%	0%	0	1	3	-3%	-0.9%
Cc1cc(C)c2c(NC(=O)C3CC3)nn(C)c2n1	17	-4	0%	-5%	7	2	5	4%	3.0%
CCc1ccc(NC(=O)CSc2nc3ccsc3c(=O)n2C(C)CC)cc1 (configuration not stated)	-12	0	0%	-2%	14	2	.	-8%	0.2%
CSc1cccc(CNC(=O)C2CCC(=O)N(CCc3ccccn3)C2)c1 (configuration not stated)	1	-3	0%	-5%	-20	1	10	-3%	1.2%
O=C(NCc1ccccn1)c1cccs1	3	3	0%	-1%	-2	4	-8	0%	-0.2%
Cc1nn(Cc2cccc(C(=O)N3N=C(C(F)F)CC3(O)C(F)F)c2)c(C)c1[N+](=O)[O-] (configuration not stated)	9	0	3%	-3%	-11	11	21	0%	1.0%
NS(=O)(=O)c1ccc(CNC(=O)c2cc(=O)c3cc(Cl)ccc3o2)cc1	3	0	0%	-4%	-1	0	-9	1%	0.4%
COc1ccccc1NS(=O)(=O)c1c(C(=O)N2CCCC2)c(C)n(C)c1C	-11	8	1%	-4%	8	1	-5	2%	4.8%
CCn1cc(C(=O)NCCCN2CCC(C)CC2)c(=O)c2cc(S(=O)(=O)N(C)C3CCCCC3)ccc21	1	2&2	0%&-4%	-4%&-3%	3&12	1&0	-1&-12	3%&6%	-1.5%&0.3%
Cc1ccc(S(=O)(=O)N(C)C)cc1NC(=O)CCCNC(=O)c1ccc(Cl)cc1	-9	5	1%	-3%	-6	1	-43	1%	0.2%
CN(C)c1ccc(/C=C(\NC(=O)c2ccccc2)C(=O)NCCCn2ccnc2)cc1	7	-1	-14%	-1%	-6	1	-2	-2%	-7.4%
COc1ccc(NC(=O)C2C3C=CC4(O3)C2C(=O)N(CCCN2CCCC(C)C2)C4C(=O)NC2CCCCC2)cc1 (configuration not stated)	0	.	-5%	-6%	8	3	-1	3%	1.8%
COc1cccc(-c2cc(C(F)(F)F)nc(NCCc3ccccc3)n2)c1	.	0	-15%	-1%	10	19	5	-1%	0.2%
Cn1c2c(c(=O)n(C)c1=O)CN(CCCN1CCOCC1)CN2	-1	-3	-7%	5%	18	0	-5	0%	2.2%
O=C(COc1ccc(Br)cc1)Nc1nc(-c2cccnc2)cs1	-16	3	-25%	-5%	-11	2	4	-7%	0.2%
COc1ccc(OCC(=O)O/N=C(\N)Cc2ccc(Cl)cc2Cl)cc1	-7	-1	-4%	-2%	1	2	18	-4%	-2.9%
COc1ccc(CNCc2ccc(F)cc2)c(OC)c1	10	-5	2%	-4%	8	10	-15	-11%	0.0%
CCCCNc1cc(C)nc(NCc2ccccc2)n1	-3	-10	-2%	-6%	-52*	61*	-18	0%	2.0%
Cc1ccc(Cn2cnc3c(cnn3C(C)(C)C)c2=O)cc1	6	-4	0%	-8%&-2%	-25	1	7	4%&-2%	0.7%
Cc1ccc(C(=O)C2=C(O)C(=O)N(Cc3cccnc3)C2c2cccc(Oc3ccccc3)c2)o1 (configuration not stated)	46	.	0%	4%	.	.	.	1%	.
CC1CCc2sc(C(=O)N(C)CC(=O)Nc3cccc(F)c3)cc2C1 (configuration not stated)	-29	-5	9%	1%	-22	5	-1	-1%	1.8%
Cc1cc(S(=O)(=O)Nc2ccc3cn[nH]c3c2)c(C)cc1Cl	-18	-10	-5%	-2%	8	23	-13	-2%	-4.6%
O=C(NCC1CCCN1S(=O)(=O)c1cccs1)C(=O)Nc1ccccc1F (configuration not stated)	4	.	-5%	5%	.	.	.	5%	.
CCOC(=O)c1c(C)sc(-c2c(-c3ccc4c(c3)OCCO4)[nH]c3c2c(=O)[nH]c(=O)n3C)c1O	-9	2	?	7%	10	23	-4	-18%	2.1%
Cc1oc(-c2ccc(Cl)cc2)nc1CN1CCC(C(=O)NCCCN2CCOCC2)CC1	-18	-6	-5%	-2%	-23	3	-1	1%	0.0%
Cc1cc2nc(SCC(=O)O)nc(C)c2cc1C	10	6	2%	-2%	8	4	-4	-7%	16%
CCn1nnc(NC(=O)c2cccnc2)n1	-11	5	0%	-3%	2	1	-11	-1%	1.5%
Cc1ccc([C@H]2C[C@H](O)[C@@H](n3cc(COC(=O)c4ccccc4)nn3)CN2CC2CCCCC2)cc1	-4	.	0%	-3%	.	.	.	0%	.
O=C(COc1cccnc1[N+](=O)[O-])N1CCC(Cc2ccccc2)CC1	-13	.	2%	-3%	.	.	.	2%	.
